HCMV inh = inhibitors of human cytomegalovirus | HFF cells, HCMV-luciferase reporter, 72 h; active compounds read low | activity change, negative = inhibition, % at 57.5 µM | 410,000 compounds, 4.5% hits | AID 1259415; in the data active = activity change below about -60%; inconclusive = no clear call, values can overlap the other calls; inactive = above about -39%
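Cell-based, HFFs, 1000 cells/well, 16 h 37C; cpds in DMSO + HCMV-luc, MOI 1 PFU/cell; 72 h 37C; OneGlo luminescence after 5 min RT; norm. to buffer vs Salinomycin 10uM.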
AMA1-RON2 inh = disrupts binding of P. falciparum AMA1 to RON2 | AlphaScreen AMA1-biotinylated RON2 peptide binding | Potency, µM (doses to about 58.2 µM), inactives show at the highest dose activity change, negative = inhibition, usual class: inhibitors | 360,000 compounds, 0.2% hits;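 also: potency is read from the fitted curve at half-maximal effect; 0% = vehicle wells and -100% = peptide control; nearly all actives have a fitted effect of over 45% in size; some results filed as inactive show a strong effect at the top dose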
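AMA1 (3D7) with his tag at 25 nM final met compounds first, then biotinylated RON2 peptide at 25 nM; detection used donor plus acceptor beads, 10 µg/mL apiece, read by AlphaScreen after 30 min at room temperature.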
Sm TGR block = blocks Schistosoma mansoni thioredoxin glutathione reductase | purified TGR, DTNB reduction, TNB absorbance 405 nm | Potency, µM (highest dose often 114 µM), for the others: at the top dose activity change, negative = inhibition, usual class: inhibitors | 360,000 compounds, 3% hits; also: potency is read from the fitted curve at half-maximal effect; nearly all actives have a fitted effect of over 60% in size
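First, TGR (20 nM dispensed) and NADPH were mixed with compound. Second, a 15 min room-temperature incubation followed. Third, further NADPH and then DTNB were added to start the reaction. Finally, TNB absorbance was monitored kinetically.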
LmPK inh = blocks Leishmania mexicana pyruvate kinase activity; Q27686; purified LmPK, Kinase-Glo ATP luminescence, 1 h; Potency, µM (series often up to 57.5 µM), for inactives: top-dose activity change, negative = inhibition, usual class: inhibitors; 290,000 compounds, 0.37% hits; AID 1721; also: potency is read from the fitted curve at half-maximal effect
Target sequence (Q27686 whole entry, looked up): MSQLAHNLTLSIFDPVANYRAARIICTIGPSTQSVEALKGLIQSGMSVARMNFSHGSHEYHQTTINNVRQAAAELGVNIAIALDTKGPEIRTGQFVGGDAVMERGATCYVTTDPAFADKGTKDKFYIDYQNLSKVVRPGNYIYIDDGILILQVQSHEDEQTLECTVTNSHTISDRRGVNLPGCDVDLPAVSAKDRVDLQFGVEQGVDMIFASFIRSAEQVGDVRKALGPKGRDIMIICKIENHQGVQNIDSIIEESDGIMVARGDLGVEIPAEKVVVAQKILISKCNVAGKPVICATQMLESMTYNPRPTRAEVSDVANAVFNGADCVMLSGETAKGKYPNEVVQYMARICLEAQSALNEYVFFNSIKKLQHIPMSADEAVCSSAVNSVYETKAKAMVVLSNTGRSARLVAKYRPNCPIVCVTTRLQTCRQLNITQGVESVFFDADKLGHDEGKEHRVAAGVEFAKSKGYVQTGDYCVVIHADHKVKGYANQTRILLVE
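Purified LmPK (0.1 nM) with 0.5 mM PEP and 0.1 mM ADP in imidazole buffer pH 7.2 with MgCl2/KCl, 1 h at room temperature. ATP formed was read by luciferase luminescence and normalized to no-enzyme and uninhibited controls.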
AmpC detergent = inhibitors of E. coli AmpC beta-lactamase with detergent. AmpC hydrolysis of nitrocefin, absorbance 480 nm, 0.01% Triton. 370,000 compounds, 0.041% hits. Potency, µM (series often up to 114 µM), for the others: top-dose activity change, negative = inhibition, most hits filed as inhibitors. P00811;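 also: potency is read from the fitted curve at half-maximal effect; 0% = no-compound wells and -100% = no-enzyme wells; nearly all actives have a fitted effect of over 25% in size; some results filed as inactive show a strong effect at the top dose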
Target sequence (P00811 whole entry, looked up): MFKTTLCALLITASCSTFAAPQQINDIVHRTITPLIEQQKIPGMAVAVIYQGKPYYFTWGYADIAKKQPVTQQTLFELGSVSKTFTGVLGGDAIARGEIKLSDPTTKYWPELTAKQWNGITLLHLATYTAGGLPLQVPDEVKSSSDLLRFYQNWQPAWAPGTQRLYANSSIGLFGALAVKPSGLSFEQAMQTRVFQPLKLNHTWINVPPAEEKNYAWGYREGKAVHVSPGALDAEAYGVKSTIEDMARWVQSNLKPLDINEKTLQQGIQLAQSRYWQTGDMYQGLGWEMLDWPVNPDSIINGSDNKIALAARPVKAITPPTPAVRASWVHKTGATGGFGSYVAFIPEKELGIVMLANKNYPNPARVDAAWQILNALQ
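AmpC (5.3 nM in the dispensed reagent) in 20 mM phosphate pH 7.0 with 0.01% (detergent screen) or 0.0001% Triton X-100 was preincubated with compounds for 15 min at room temperature. Nitrocefin was then added from an 800 uM solution, and hydrolysis was followed at 480 nm.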
Tb PYK inh = T. brucei pyruvate kinase inhibition; Q57TT1; TbPYK enzyme, Kinase-Glo Plus ATP luminescence, 45 min; Potency, µM (titrated, usually from 76.8 µM), for inactives: at the highest dose activity, negative = inhibition, usual class: inhibitors; 410,000 compounds, 0.12% hits; also: potency is read from the fitted curve at half-maximal effect; nearly all actives have a fitted effect of over 50% in size
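Luminescent Kinase-Glo Plus end-point after 45 min room-temperature reaction of T. brucei pyruvate kinase started with 130 uM ADP (final). Buffer TEA 50 mM pH 7.2 with KCl, MgCl2, BSA, Tween-20; titration-based qHTS with fitted concentration-effect curves.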
AmpC inh no detg = inhibitors of E. coli AmpC beta-lactamase without detergent; AID 485341; AmpC nitrocefin hydrolysis, absorbance 480 nm, 0.0001% Triton; 330,000 compounds, 0.52% hits; Potency, µM (top dose mostly 57.1 µM), for the others: at the top dose activity change, negative = inhibition, usual class: inhibitors;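 also: potency is read from the fitted curve at half-maximal effect; plate controls were no compound for no effect and no enzyme for full effect; nearly all actives have a fitted effect of over 20% in size; some results filed as inactive show a strong effect at the top dose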
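20 mM phosphate pH 7.0 + 0.01% (detergent screen) or 0.0001% Triton X-100; 5.3 nM AmpC reagent; cpd preinc 15 min RT; nitrocefin (800 uM stock) to start; A480 q20 s × 4 min; Activity was normalised to no-enzyme and no-compound control wells.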
Active calls of the source: *; ? = inconclusive; nt = not tested or not shown; & = joins results of further samples; [ ] = remark or other dose. Unless noted, calls follow the shape of the dose curve; as a rule, active = well fitted curve in the direction sought with a large enough effect; inconclusive = small, poorly fitted or top-dose-only effect, or another doubt; inactive = no such curve, though single readings can be large; an effect the other way counts as inactive or inconclusive. Unless noted, % is scaled to controls: 0 for no effect and ±100 for the full control effect.

SMILES	HCMV inh	AMA1-RON2 inh	Sm TGR block	LmPK inh	AmpC detergent	Tb PYK inh	AmpC inh no detg
c1ccc(-n2nnnc2-n2cnc3ccccc32)cc1	-17	-4%	2%	-1%	?	0%	-20%
COc1ccc(NC(=O)c2cc(-c3ccc(F)cc3OC)n[nH]2)c(OC)c1	41	-3%	nt	nt	nt	-1%	nt
CC1CCCC(C)N1S(=O)(=O)c1ccc(NC(=O)c2ccccc2C(=O)N2CCOCC2)cc1 (stereo not given)	nt	3%	-9%	-2%	?	4%	26%
COc1ccc(NC(=O)c2sc(=O)n(Cc3ccc(F)c(Cl)c3)c2C)cc1OC	-20	-20%	nt	nt	nt	2%	nt
Cc1cccc2cc(/C=C/C(=O)c3ccco3)c(Cl)nc12	36	-14%	7.9µM*	1%	-6%	-2%	-15%
O=C1CN(c2nc3ccccc3n3cnnc23)CC(=O)N1CCc1ccccc1	7	-4%	32µM*	3%	?	-6%	-32%
C/C=C1\COC(C(=O)NCc2ccncc2)(C(F)(F)F)C=C1C=C1CCCCC1 (stereo not given)	1	18%	nt	nt	nt	2%	nt
COc1ccc(NS(=O)(=O)c2ccc(Cl)c(N)c2)cc1Br	-33	-1%	-1%	0%	?	1%	-32%
CCOc1c(Cl)cc(/C=N/NC(N)=S)cc1OC	-20	89%[activator]	-2%	2%	-5%	1%	-42%
Cc1ccc(C(=O)NCc2ccco2)cc1S(=O)(=O)Nc1cccc(Cl)c1	48	0%	?	-4%	-5%	0%	-28%
CCOC(=O)N1CCN(S(=O)(=O)c2ccc(OC)c(Cl)c2)CC1	76	0%	-4%	-2%	-2%	2%	65%[activator]
c1ccc(CN2CCC(Nc3nc(-c4cccnc4)nc4ccccc34)CC2)cc1	-63*	?	-16%	0%	-4%	3%	7%
O=C(CSc1ccccn1)N/N=C/c1ccccc1[N+](=O)[O-]	43	10%[2.32 µM]	3%	0%	2%	-14%	-27%
CCc1c(C)c(C#N)c2nc3ccccc3n2c1NC	-25	1%	14%	-1%	-10%	1%	-7%
CCC(C)N(C(=O)COC(=O)c1cn(CC)c2nc(C)ccc2c1=O)C1CCS(=O)(=O)C1 (stereo not given)	8	-3%	-9%[11.4 µM]	17%	-14%	4%	0%
CC(=O)N1CC(C)Oc2ccc(S(=O)(=O)NC(CC(=O)O)c3ccc(C)cc3C)cc21 (stereo not given)	-21	0%	6%	-3%	-2%	2%	-11%
Cc1cccc(C)c1-n1ncc(C(=O)N2CCN(c3ccccc3)CC2)c1C1CCN(C(=O)OC(C)(C)C)CC1	15	nt	3%	nt	10%	0%	nt
CC(C)(C)c1ccc(C(=O)N2CCC2(C)C(=O)Nc2cccc3ncccc23)cc1 (stereo not given)	-19	5%	nt	nt	nt	4%	nt
Cc1ccc(Nc2n[nH]c(=S)s2)cc1F	9	29%	nt	nt	nt	?	nt
Cc1ccc(-n2c(=O)c3c(C)c(C)sc3n(Cc3cc(=O)n4ccccc4n3)c2=O)cc1C	-39	2%	-10%	3%	?	-3%	-15%
COCC(C)NC(=O)CSc1nc2ccccc2c(=O)n1CCc1ccc(S(N)(=O)=O)cc1 (stereo not given)	-13	25%	-13%	-1%	-5%	0%	4%
COc1ccc(NC(=O)CS(=O)(=O)c2cn(CC(=O)N3CCOCC3)c3ccccc23)cc1	-13	7%	-3%	3%[11.5 µM]	2%	4%	-14%
CCCCn1c(SCc2c(C)noc2C)nc2cc(S(N)(=O)=O)ccc21	167	9%	-2%	6%	1%	-7%	0%
COc1ccc(-c2csc(NC(=O)Cc3ccccc3F)n2)cc1OC	?	-20%	-7%	-5%	-8%	2%	-7%
COc1ccccc1N(C(C)=O)C1SC(=O)N(c2ccccc2)C1=O (stereo not given)	25	2%	-29%	-1%	1%	1%	0%

An excerpt from above in order of SMILES length, lowest first:
SMILES	HCMV inh	AMA1-RON2 inh	Sm TGR block	LmPK inh	AmpC detergent	Tb PYK inh	AmpC inh no detg
CCc1c(C)c(C#N)c2nc3ccccc3n2c1NC	-25	1%	14%	-1%	-10%	1%	-7%
O=C(CSc1ccccn1)N/N=C/c1ccccc1[N+](=O)[O-]	43	10%[2.32 µM]	3%	0%	2%	-14%	-27%
CC(C)(C)c1ccc(C(=O)N2CCC2(C)C(=O)Nc2cccc3ncccc23)cc1 (stereo not given)	-19	5%	nt	nt	nt	4%	nt
COc1ccc(NC(=O)CS(=O)(=O)c2cn(CC(=O)N3CCOCC3)c3ccccc23)cc1	-13	7%	-3%	3%[11.5 µM]	2%	4%	-14%
CCC(C)N(C(=O)COC(=O)c1cn(CC)c2nc(C)ccc2c1=O)C1CCS(=O)(=O)C1 (stereo not given)	8	-3%	-9%[11.4 µM]	17%	-14%	4%	0%

More compounds.
SMILES	HCMV inh	AMA1-RON2 inh	Sm TGR block	LmPK inh	AmpC detergent	Tb PYK inh	AmpC inh no detg
COCCNC(=O)Cn1nc(-c2ccc(Cl)cc2)c2ccccc2c1=O	7	9%	34%	1%	3%	0%	-21%
C/C(=N/Nc1nc(-c2ccc(Cl)cc2)cs1)c1cccs1	45	15%	-3%	0%	-7%	-6%	-27%
CC(=O)N1CCN(c2ccc(NC(=O)c3ccc(N4CCCC4)c([N+](=O)[O-])c3)cc2Cl)CC1	-71*	-9%	1%	10%	-12%	-6%	-27%
Cn1c(=O)c2c(nc(NCc3ccc4c(c3)OCO4)n2Cc2ccccc2F)n(C)c1=O	-17	-4%	2%	7%	3%	-4%	-12%
COc1cccc(NC(=O)c2ccc3c(c2)N(CC(=O)N2CCCCC2)C(=O)C(C)(C)O3)c1	10	8%	-24%	-1%	?	-1%	99%[activator]
COc1ccc(CN2CCOCC2)cc1OC	36	-2%	-7%	-7%	-6%	-10%	-14%
COc1cc(CNCc2ccccn2)ccc1OCc1cccc(Cl)c1	-3	-14%	-13%	-1%	-17%	-8%	100%[activator]
O=C(NCCc1ccccc1)c1ccc(NC(=O)C2CCCCC2)cc1	6	5%	nt	nt	nt	3%	nt
Cc1cc(OCC(=O)NCCN2CCOCC2)cc(C)c1Br	-4	-3%	0%	4%	-5%	-13%	73%[activator]
O=C(CCC(=O)c1ccc(-c2ccccc2)cc1)Nc1cccnc1	0	3%	-3%	-1%	-3%	-7%	-26%
OC(CN1CCOCC1)c1csc2ccccc12 (stereo not given)	22	-13%	nt	nt	nt	5%	nt
Cc1nc2cc(-c3ccc(F)cc3)nn2c(N2CCOCC2)c1C	nt	nt	-2%	0%	?	nt	-9%
O=C(O)/C(=C\c1ccc(Br)cc1)NC(=O)c1cccs1	-28	12%	-4%	6%	-10%	3%	-20%
COc1ccc(CCNC(=O)CSc2nnc3c(n2)[nH]c2ccc(F)cc23)cc1OC	-24	-2%	0%	-4%	-1%	0%	2%
CC1CCc2ccccc2N1C(=N)N(C)C (stereo not given)	-4	6%	2%	1%	-3%	6%	-14%
CCCCNC(=O)c1onc(CSc2ccc(F)cc2)c1C(=O)O	25	9%	-13%	8%	?	-1%	-23%
CCN(CC)c1nc2c3c(nc4c(c3c1C#N)CC(=O)N4c1ccc(Cl)cc1)NC(C)=N2	0	3%	-7%	-6%	-4%	5%	5%
Cc1cc(-c2ccc(C)c(S(=O)(=O)NCC3CCN(Cc4ccccc4F)CC3)c2)on1	51&-31	-6%	-6%&-3%	0%	-7%&-1%	2%&-3%	87%[activator]
COc1cc2c(cc1OC)C(O)C(O)(CO)C(C(=O)O)C2c1cc(OC)c(OC)c(OC)c1 (stereo not given)	-1	-3%	nt	nt	nt	-9%	nt
CCN(CC)S(=O)(=O)c1ccc(N2CCOCC2)c(NC(=O)c2ccccc2)c1	12	-10%	-9%	1%	-13%	-12%	22%
O=C(CCC(=O)Nc1ccccc1)NNC(=O)c1ccco1	43	47%[activator]	6%	7%	-1%	-2%	-9%
Cc1ncc([N+](=O)[O-])n1CC(C)O (stereo not given)	0	11%	4%&-1%	-4%&11%	1%&-7%	-9%&20%	-18%&-15%
O=C(Nc1cccc(S(=O)(=O)N2CCCCC2)c1)c1cncc(Br)c1	?	-4%	nt	nt	nt	2%	-30%
COC(=O)c1sccc1S(=O)(=O)N(CC(=O)Nc1ccc(C)c(F)c1)c1ccc(C)c(C)c1	-9	nt	1%	nt	0%	1%	nt
O=C(NCCc1cccc(F)c1)C1CCCN(c2nc3ccccc3s2)C1 (stereo not given)	-23	-13%	-20%	6%	-6%	-10%	68%[activator]
COc1ccc(N(Cc2cc3ccc(C)cc3[nH]c2=O)C(=O)c2ccco2)cc1	9	-2%	?	1%	?	-2%	-19%
CCCc1nnc(NC(=O)c2cc3ccccc3o2)s1	73	-6%	-1%	-1%	7%	30%	-8%
N/C(=N\OC(=O)Cc1ccccc1)c1cccc(Br)c1	?	212%[activator]	2%	-1%	?	-9%	-3%[2.29 µM]

A few values from the results shown.
LmPK inh result of `COCCNC(=O)Cn1nc(-c2ccc(Cl)cc2)c2ccccc2c1=O` = 1%
Sm TGR block result of `O=C(NCCc1cccc(F)c1)C1CCCN(c2nc3ccccc3s2)C1` (stereo not given) = -20%

Bioassay records (PubChem)
